# Source: PubChem BioAssay (several laboratories)
# GRK2 inh – compounds blocking aptamer binding on GRK2 – biochemical, human GRK2, bead flow cytometry, HTS, primary screen; Beta-adrenergic receptor kinase 1 (Homo sapiens), P25098; FAM-aptamer displacement from GRK2; inhibition of aptamer binding, % at 10 µM; actives 0.59% (n = 330,000); AID 488847, 2010;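 active = inhibition of aptamer binding above 40%, roughly 3 SD of noise, on plates passing a quality check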;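 also: median bead fluorescence of bound FAM aptamer so fluorescent compounds give negative values; no value below 0 was filed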
# Target sequence (P25098 whole entry, looked up): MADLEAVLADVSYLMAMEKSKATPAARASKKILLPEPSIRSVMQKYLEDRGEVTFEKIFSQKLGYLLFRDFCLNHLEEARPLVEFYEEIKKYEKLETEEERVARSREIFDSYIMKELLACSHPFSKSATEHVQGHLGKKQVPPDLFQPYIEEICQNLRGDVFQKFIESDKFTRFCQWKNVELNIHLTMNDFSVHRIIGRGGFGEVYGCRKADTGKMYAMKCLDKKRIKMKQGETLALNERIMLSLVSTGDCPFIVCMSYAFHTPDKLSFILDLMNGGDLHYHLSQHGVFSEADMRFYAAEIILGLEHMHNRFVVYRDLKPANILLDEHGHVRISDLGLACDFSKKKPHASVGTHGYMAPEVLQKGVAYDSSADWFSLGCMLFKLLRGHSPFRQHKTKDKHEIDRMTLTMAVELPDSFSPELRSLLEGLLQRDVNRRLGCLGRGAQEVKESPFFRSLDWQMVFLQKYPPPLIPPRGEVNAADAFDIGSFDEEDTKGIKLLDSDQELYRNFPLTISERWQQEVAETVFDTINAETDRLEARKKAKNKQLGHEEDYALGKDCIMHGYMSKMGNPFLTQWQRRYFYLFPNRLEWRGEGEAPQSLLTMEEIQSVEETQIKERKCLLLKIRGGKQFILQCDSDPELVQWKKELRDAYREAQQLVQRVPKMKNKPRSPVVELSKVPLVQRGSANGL
# GLD-1 RNA inh – GLD-1/TGE RNA complex disruptors, primary screen, biochemical, fluorescence polarization; inhibition, % at 5.96 µM; actives 0.44% (n = 320,000); AID 2280, 2010; purified GLD-1 + fluorescein TGE RNA; Female germline-specific tumor suppressor gld-1 (Caenorhabditis elegans), Q17339;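 active = percent inhibition above a per-plate cutoff, the plate mean of test compounds plus 3 SD, cut at about 30% in these data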;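 also: 0% = DMSO wells with GLD-1 and probe and 100% = wells lacking GLD-1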
# MCL1 BIM primary – inhibitors of MCL1 binding to BIM-BH3, primary screen, biochemical, fluorescence polarization | actives 0.68% (n = 320,000) | GST-MCL1 / FITC-Bim-BH3 fluorescence polarization | inhibition, % at 10.9 µM;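 active = inhibition above the mean inhibition of all tested compounds plus 3 SD, set per campaign, cut at about 40% in these data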;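 also: 0% = DMSO wells and 100% = unlabeled Bim-BH3 peptide control; higher means more loss of mP so more displacement of Bim peptide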
# Efflux pump inh – inhibitors of Candida efflux pumps in yeast, primary screen, S. cerevisiae, Nile Red, multiplex; S. cerevisiae Candida pump triplex; inhibition, % at 10 µM; actives 0.44% (n = 330,000);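 active = plate passing quality check with inhibition over a set limit, or well fluorescence over plate mean plus 4 SD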;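 also: Nile Red retained in pooled yeast measured as flow cytometry median fluorescence; 0% = buffer negative control and 100% = Enniatin B positive control; higher means more Nile Red kept so more efflux inhibition; some compounds called inactive have numbers as strong as hits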
# PME-1 primary – PME-1 inhibitors via competitive probe labeling, primary screen, biochemical, fluorescence polarization, FP-Rh probe, HTS; recombinant PME-1; Protein phosphatase methylesterase 1 (Homo sapiens), Q9Y570; actives 0.53% (n = 320,000); inhibition, % at 5.9 µM;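 active = inhibition above the campaign mean of all compounds plus 3 SD, cut at about 26% in these data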;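 also: competitive labeling of PME-1 active site by serine hydrolase directed probe; 0% = PME-1 with DMSO and 100% = wells lacking PME-1 enzyme; inhibitors block probe labeling so polarization falls and inhibition rises; many of its hits are not listed in these tables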
# Bcl-xL primary – inhibitors of human Bcl-xL, primary screen, biochemical, fluorescence polarization, HTS; Bcl-2-like protein 1 (Homo sapiens), Q07817; GST-Bcl-xL / FITC-Bim BH3 peptide fluorescence polarization; inhibition, % at 10.9 µM; actives 0.7% (n = 320,000); AID 2129, 2009;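 active = inhibition above the mean of all tested compounds plus 3 SD, cutoff set per campaign, cut at about 30% in these data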;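 also: 0% = DMSO wells and 100% = unlabeled Bim-BH3 peptide competitor; inhibitors lower millipolarization by displacing the labeled peptide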
# Target sequence (Q07817 whole entry, looked up): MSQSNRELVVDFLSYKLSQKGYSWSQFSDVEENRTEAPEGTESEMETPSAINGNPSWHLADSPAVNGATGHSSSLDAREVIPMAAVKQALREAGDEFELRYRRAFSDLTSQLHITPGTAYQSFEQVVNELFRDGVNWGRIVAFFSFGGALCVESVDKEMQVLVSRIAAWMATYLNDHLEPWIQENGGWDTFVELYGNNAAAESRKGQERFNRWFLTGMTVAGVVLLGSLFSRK
# Fam108B inh – mouse Fam108B serine hydrolase inhibitors, primary screen, counter-screen for RBBP9 inhibitor project, biochemical, fluorescence polarization; inhibition, % at 9.51 µM; recombinant Fam108B, FP-Rh probe fluorescence polarization; AID 1947, 2009; actives 0.33% (n = 300,000);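 active = inhibition above the screen mean inhibition plus 3 SD, computed separately per campaign, cut at about 18% in these data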;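 also: inhibitors lower polarization as less probe binds the enzyme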
# VLA-4 inh – inhibition in human VLA-4 binding assay, primary screen, VLA-4 allosteric modulator project, MLPCN library, flow cytometry, VLA-4 expressing cells; inhibition, % (about 7 µM as worked out from the volumes in the protocol); ligand binding flow cytometry; actives 0.2% (n = 330,000); in the data active = inhibition above about 50%
# MEX-5 binding – MEX-5 zinc finger RNA-binding disruptors – biochemical, C. elegans, fluorescence polarization, MLPCN library, primary screen | Zinc finger protein mex-5 (Caenorhabditis elegans), Q9XUB2 | MEX-5/FITC-TCR2 RNA binding; hits give low values | activity score (negative = inhibition of binding), % at 10 µM | actives 0.38% (n = 300,000) | AID 1832, 2009;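 active = inhibition past about -25% in most replicates, and total fluorescence under double the plate's negative control median, limit read from the data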;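 also: 0% = DMSO and -100% = 5 µM competing unlabeled TCR2 RNA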
# * = called active by the depositor; . = not tested or not shown.
SMILES,GRK2 inh,GLD-1 RNA inh,MCL1 BIM primary,Efflux pump inh,PME-1 primary,Bcl-xL primary,Fam108B inh,VLA-4 inh,MEX-5 binding
O=C(NC1CCCC1)c1cnc2n(c1=O)CCS2,0,6,-1,-0.1,-3,0,-2,-1,-2.9
Cc1ccnc(N2CCC(C(=O)NNC(=O)c3ccccc3C)CC2)n1,3,7,3,-0.1,-2,2,13,27,2.1
CCC[C@H]1NC(=O)[C@H](C)N(C)C(=O)C(C)(C)C(=O)C(C)NC(=O)[C@H](Cc2ccc(OC)cc2)N(C)C(=O)[C@H](C(C)C)N(C)C(=O)CNC(=O)[C@H](CC(C)C)N(C)C(=O)CNC(=O)[C@H]([C@@H](C)CC)OC(=O)[C@H]1C (stereo not given in full),0,5,.,0.9,.,.,.,30,.
COc1cccc(CSc2nc3ccccc3[nH]2)c1,0,-6,-4,0.0,6,-2,2,-4,1.4
COc1ccc(N2CC(C(=O)N3CCOCC3)CC2=O)cc1 (stereo not given),3,2,9,-0.3,-1,6,0,5,1.3
CC(NC(=S)Nc1ccc(OC(F)F)c(Cl)c1)C(C)(C)C (stereo not given),2,5,1,-0.1,-7,6,1,16,-0.4
C/C(=N\NC(=O)c1cccc(S(=O)(=O)N2CCOCC2)c1)c1ccco1,0,-1,0,0.0,-4,0,-7,-1,-1.2
CCCn1c(SCC(=O)c2ccc3c(c2)OCCO3)n[nH]c1=O,1,10,-7,0.0,1,-4,8,4,1.3
CSc1ccc(C2NC(=O)CCC2[N+](=O)[O-])cc1 (stereo not given),0,.,.,0.0,.,.,.,2,2.9
COc1ccc(CN(C)C(=O)c2cnc(OC)cc2C(F)(F)F)c(OC)c1,1,4,3,0.0,6,0,3,1,-2.9
Cc1ccccc1C(=O)Nc1ccc(Br)cn1,2,2,-2,0.3,2,3,-1,10,0.4
Cc1ccc(-n2c(=O)c3sccc3n(Cc3cc(=O)n4ccccc4n3)c2=O)cc1F,1,2,-5,0.0,-9,2,-1,-10,1.7
O=C(Nc1ccc(F)c(Cl)c1)c1ccccc1,2,8,0,0.1,1,-8,0,20,.
COc1ccc(NC(=O)CCCc2nnc3n(C)c(=O)c4sccc4n23)cc1,0,8,-4,-0.1,-3,0,3,-3,-1.6
Cc1c(NS(=O)(=O)c2cccc(C(=O)OCC(=O)N(C)C3CCCCC3)c2)c(=O)n(-c2ccccc2)n1C,0,1,4,0.1,0,0,-5,14,2.5

# Copied from the entries so far for reference:
SMILES,GRK2 inh,GLD-1 RNA inh,MCL1 BIM primary,Efflux pump inh,PME-1 primary,Bcl-xL primary,Fam108B inh,VLA-4 inh,MEX-5 binding
O=C(NC1CCCC1)c1cnc2n(c1=O)CCS2,0,6,-1,-0.1,-3,0,-2,-1,-2.9
Cc1ccnc(N2CCC(C(=O)NNC(=O)c3ccccc3C)CC2)n1,3,7,3,-0.1,-2,2,13,27,2.1
CCC[C@H]1NC(=O)[C@H](C)N(C)C(=O)C(C)(C)C(=O)C(C)NC(=O)[C@H](Cc2ccc(OC)cc2)N(C)C(=O)[C@H](C(C)C)N(C)C(=O)CNC(=O)[C@H](CC(C)C)N(C)C(=O)CNC(=O)[C@H]([C@@H](C)CC)OC(=O)[C@H]1C (stereo not given in full),0,5,.,0.9,.,.,.,30,.

# Further records follow:
SMILES,GRK2 inh,GLD-1 RNA inh,MCL1 BIM primary,Efflux pump inh,PME-1 primary,Bcl-xL primary,Fam108B inh,VLA-4 inh,MEX-5 binding
Cc1ccc(CNC(=O)C2CCN(S(=O)(=O)N3CCCCC3)CC2)cc1,2,4,9,0.0,2,8,-1,-3,-1.6
Cc1cc(C)cc(C(=O)NC(CC(N)=O)c2ccc(N3CCC(N4CCCCC4)CC3)c([N+](=O)[O-])c2)c1 (stereo not given),0,3,-3,0.0,2,7,-4,4,1.4
Cn1c(CNC(=O)OC(C)(C)C)nnc1SCc1c(Cl)cccc1Cl,1,5,3,0.2,-3,6,-1,-2,0.3
CNC(=O)C(=O)NCCCN1CCOCC1,0,3,2,0.0,3,8,-1,-14,0.1
Cc1ccc2c(c1)cc(CN(CCc1ccccc1)C(=O)N1CCOCC1)c1nnnn12,0,-1,-4,-0.1,2,0,7,-9,1.0
Cc1nn(CC(=O)N/N=C/c2ccc(F)cc2)c(C)c1[N+](=O)[O-],0,13,-9,-0.2,-8,-11,0,5,-1.1
Cc1ccc(C)c(N2CCN(C(=O)c3ccc(CS(=O)(=O)c4ccccc4C)o3)CC2)c1,0,4,5,0.0,11,10,0,-2,-0.3
O=C(CN(C(=O)Cn1nnc(-c2cccs2)n1)c1ccc2c(c1)OCCO2)NC1CCCCC1,1,-9,3,0.0,-2,1,1,0,0.9
Cc1ccc(NC2=C(Cl)C(=O)N(C3CCCCC3)C2=O)cc1,1,-7,-7,0.4,-3,6,1,17,1.7
S=C(Nc1cccnc1)Nc1cccc2cnccc12,0,6,12,0.0,-1,11,2,-5,-5.0
Cc1csc(SCC(=O)c2cc(C)n(Cc3cccs3)c2C)n1,3,10,4,0.0,-4,3,2,-10,2.5
Oc1cccc2ccc(/C=C/c3ccc(Br)s3)nc12,2,3,8,-0.2,-3,4,4,3,-0.2
Nc1cc(N)nc(SCC(=O)c2ccccc2)n1,1,-4,1,0.1,-1,4,1,-4,-0.3
Cc1ccccc1NC(=O)C1C2/C=C\CCCCC21 (stereo not given),4,3,8,0.1,9,1,-3,0,1.9
C=CCN=C1SC(CC)C(=O)N1S(=O)(=O)c1ccc(C)cc1 (stereo not given),0,-2,-7,0.3,-1,-2,1,2,-1.3
COc1ccc(CNC(=O)c2ccc(CS(=O)Cc3ccc(Cl)cc3)o2)cc1 (stereo not given),0,3,7,0.3,-3,9,-2,-1,-3.3
CCN(CC(=O)Nc1c(F)cccc1F)C(=O)Cc1ccc(OC)c(S(=O)(=O)N2CCOCC2)c1,0,5,4,-0.1,-1,3,4,6,-0.4
CCN1CCN(C(c2cccs2)C(C)NC(=O)NC2CCCCC2)CC1 (stereo not given),4,3,3,0.1,-5,5,0,-10,-4.3
COCCCNc1nc2ccccc2nc1NS(=O)(=O)c1ccc(C)cc1C,0,0,-4,0.0,4,-1,2,0,-0.8
COc1ccc(-c2c(C(F)(F)F)[nH]n3c(=O)cc(-c4ccccc4)nc23)cc1,2,2,3,0.4,10,0,12,4,-1.3
Cc1ccccc1CN1CCC(n2nccc2NC(=O)CCCc2ccccc2)CC1,0,-1,-3,1.5*,-4,2,-7,0,6.1
CCOc1ccc(NS(=O)(=O)c2cnc(Cl)c(Cl)c2)cc1,0,2,4,0.0,1,1,-1,6,2.2
Cn1c(C(=O)NC2CCCCC2)cc2sccc21,2,2,10,-0.1,1,3,-1,-1,-0.8
Cc1cccc(NC(=O)c2ccc3ccccc3n2)n1,1,7,3,-0.2,-5,5,0,19,2.0
COc1ccc(Nc2nc(NCc3ccco3)nc(N/N=C/c3ccccc3Cl)n2)cc1,0,-3,-3,0.2,13,0,4,7,-0.1
CN(C)S(=O)(=O)Oc1ccc(Cl)cc1C(=O)Nc1cccc(C(F)(F)F)c1,0,6,6,-0.1,-5,5,-3,12,-2.0
O=C(N/N=C/c1ccc(Br)s1)Nc1ccccc1,2,2,2,-0.1,-4,7,0,14,-0.7
Cc1ccc(S(=O)(=O)N2CCC(=O)N(CCOCc3ccc(Cl)cc3)CC2)cc1,.,3,11,.,4,6,4,.,1.3
C=CCc1ccccc1OCC(=O)O,3,4,2,-0.1,1,7,0,5,0.7
CCCN(CCC)Cc1c(C(=O)N/N=C/c2ccoc2)nnn1-c1nonc1N,0,-4,2,-0.1,-3,6,1,0,0.3
O=C(N/N=C/c1cccc([N+](=O)[O-])c1O)c1cccs1,5,5,17,-0.3,-8,6,-2,9,-1.3
CC1=C(C(=O)OCCC(C)C)C(c2ccc3c(c2)OCO3)NC(=O)N1 (stereo not given),2,.,.,0.0,.,.,.,2,-5.2
Cc1ccc(SCC2=NNC(=O)C2)cc1,1,5,7,-0.1,4,3,3,14,2.3
COc1ccc(NC(=O)/C(=C\c2ccncc2)NC(=O)c2ccccc2)cc1,0,5,1,-0.2,-4,-1,2,42,1.3
CCOC(=O)c1cc(C#N)c(Nc2ccccc2OC)nc1C(F)(F)F,0,2,-4,0.0,6,5,6,19,1.4
CC(NCc1ccccc1O)c1ccccc1 (stereo not given),5,0,-2,0.1,-4,2,0,14,0.1
CN(C)c1ccc(N2C(=NC(=O)CC3CCCCC3)SC3CS(=O)(=O)CC32)cc1 (stereo not given),0,4,-6,0.0,-1,-1,1,22,-2.7
CCCC[C@@]1(C2CCCC2)Cc2cc(OCC(=O)O)c(Cl)c(Cl)c2C1=O,3,1,14,0.0,0,18,9,-22,.
O=C(O)CCc1ccc(-c2ccccc2)n1NC(=O)c1cccs1,0,0,3,-0.1,-2,1,4,4,1.0
COCCCNC(=O)CC(NS(=O)(=O)c1ccc(OC)cc1)c1ccc(OC)cc1 (stereo not given),2,-10,5,0.1,-1,2,3,11,0.4
CCCN(CCC)CCNc1c(N2CCN(C(=O)OCC)CC2)c(=O)c1=O,4,0,8,0.2,0,2,-2,-126,-0.7
O=C(c1ccc(F)cc1)C1CCN(C(=O)Nc2ccc(F)cc2F)CC1,2,-4,3,-0.1,-1,6,2,2,2.6
O=C(NOC(=O)c1ccccc1Cl)c1cccs1,1,3,6,0.0,3,8,-2,23,0.6
CN(C)C(CNC(=O)C1CC(=O)N(Cc2ccccc2)C1)c1ccccc1 (stereo not given),0,12,-9,0.1,-8,2,-4,2,0.0
COc1ccc(NC(=O)CC(C(=O)O)N2CCCCC2)cc1 (stereo not given),0,2,4,-0.2,4,3,0,8,-1.1
CCOC(=O)CSc1nc2c(c(=O)[nH]c(=O)n2C)n1C/C=C(/C)Cl,0,4,5,0.2,2,4,-1,6,-0.1
Cc1ccc(N=C2NC(=O)C(CO)(CO)S2)cc1,3,0,20,-0.2,1,14,2,1,0.5
CCOC(=O)N1CCN(c2ncnc3scc(-c4ccccc4)c23)CC1,0,-6,-1,0.4,2,-3,2,5,-0.8
CC1Cc2cc(/C(O)=C3/C(=O)C(=O)N(CCCn4ccnc4)C3c3cccc([N+](=O)[O-])c3)ccc2O1 (stereo not given),3,-3,0,0.4,1,5,3,9,1.6
COc1cc(C(=O)Nc2cccc(C)c2C)c(Br)c(OC)c1OC,5,1,4,-0.1,13,1,9,4,-2.2
CC(C)CCN(CCC(C)C)C(=O)Cc1c(O)c2ccccc2[nH]c1=O,0,-5,-3,-0.1,-1,-1,0,6,.
CCNc1nc(NCC)nc(OCCOC(=O)c2ccccc2)n1,1,7,4,-0.2,-1,-1,1,7,2.0
COc1ccc(OC)c(NC(=O)CSC2=C(C#N)C(c3ccco3)C3=C(CCCC3=O)N2)c1 (stereo not given),0,6,4,0.0,1,6,3,8,3.1
CCCCn1nnc(NC(=O)c2ccco2)n1,1,-11,-1,0.1,-3,0,3,15,0.7

# These rows are one share of the data (hit frequency here may not be typical).
